# HT1080-NT tox: kills 2HG-producing HT-1080-NT fibrosarcoma cells | actives 1.6% (n = 360,000) | Potency, µM (highest dose often 46.1 µM), inactives show top-dose activity, negative = less viability, most hits filed as cytotoxic | AID 686970 | HT-1080-NT fibrosarcoma viability, CellTiter-Glo ATP luminescence, 48 h;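 further: NT is the 2HG producing partner of a matched IDH1 knockdown line; 0% = DMSO-treated cells and -100% = media-only wells without cells; nearly all actives have a fitted effect of over 55% in size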
#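 Read-out is CellTiter-Glo luminescence after 10 minutes at room temperature, following 48 hours' compound treatment of HT-1080-NT cells (750 cells/well, RPMI, 5% FBS, 37 degrees C).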
# HT1080 IDH1KD tx: HT-1080 IDH1 knockdown cell toxicity (counter line); actives 2% (n = 360,000); Potency, µM (titrated, usually from 46.1 µM), for the others: at the highest dose activity, negative = toxicity, actives largely listed as cytotoxic; HT-1080 IDH1 knockdown viability, ATP luminescence, 48 h;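 further: 0% = DMSO wells and -100% = cell-free medium wells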
#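 Cytotoxicity counter-line: IDH1KD HT-1080, 48 h, CellTiter-Glo. Curves classed by r2, magnitude and activity.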
# KB-V1 MDR tox: kills drug-selected multidrug resistant KB-V1 cells; Potency, µM (titrated, usually from 46.1 µM), without a hit: at the top dose activity change, negative = cytotoxicity, hits mostly cytotoxic; KB-V1 MDR cells viability, CellTiter-Glo, 72 h; actives 3.4% (n = 400,000); further: on the % scale 0 is the no-effect control and ±100 the full control effect; nearly all actives have a fitted effect of over 60% in size
#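 qHTS viability screen in drug-selected KB-V1 MDR cells: 72 h compound treatment at 37 degrees C, ATP luminescence end point.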
# GLP-1R inv ag: inverse agonists of human GLP-1 receptor; P43220; HEK293 GLP-1R CRE-luciferase, luminescence, 24 h; GLP-1R form is constitutively active; Potency, µM (top dose mostly 38.3 µM), for inactives: at the highest dose activity change, negative = inhibition, actives largely listed as inhibitors; actives 1.6% (n = 410,000); AID 624417; further: on the % scale 0 is the no-effect control and ±100 the full control effect; nearly all actives have a fitted effect of over 55% in size
# Target sequence (P43220 whole entry, looked up): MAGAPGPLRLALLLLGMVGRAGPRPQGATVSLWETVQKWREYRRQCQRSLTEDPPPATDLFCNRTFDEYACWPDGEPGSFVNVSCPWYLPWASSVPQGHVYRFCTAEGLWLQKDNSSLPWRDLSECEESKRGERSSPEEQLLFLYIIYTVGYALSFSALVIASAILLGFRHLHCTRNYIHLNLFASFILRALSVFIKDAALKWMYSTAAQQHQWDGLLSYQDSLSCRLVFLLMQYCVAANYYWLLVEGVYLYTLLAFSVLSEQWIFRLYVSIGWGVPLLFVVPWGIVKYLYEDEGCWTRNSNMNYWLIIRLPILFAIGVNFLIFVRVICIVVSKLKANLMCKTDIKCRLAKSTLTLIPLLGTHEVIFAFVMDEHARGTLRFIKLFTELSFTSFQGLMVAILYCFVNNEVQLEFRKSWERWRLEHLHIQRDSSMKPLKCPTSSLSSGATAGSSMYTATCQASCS
#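 qHTS in 1536-well format: reporter HEK293 cells expressing constitutive GLP-1R activity in DMEM + 10% Nu serum, 24 hr with compounds at 37 deg C, luminescence read after 12 min with detection reagent.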
# SW480 rerep: DNA re-replication induction in SW480 cells; Potency, µM (titrated, usually from 46.1 µM), without a hit: at the highest dose re-replication activation, most hits filed as activators; SW480 DNA re-replication, Hoechst DNA content imaging, 48 h; actives 1.8% (n = 340,000); further: % of control where 0% means no effect; nearly all actives have a fitted effect of over 55% in size
#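 First, 250 cells per well were seeded. Next, compound or vehicle (23 nL) was pinned in, plates sat 48 hr at 37 C. Finally Hoechst was added for 40 min before fluorescence scanning.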
# TDP43 rescue: inhibitors of TDP-43 toxicity in yeast | TDP-43 expressing yeast growth rescue, BacTiter-Glo, 24 h | Potency, µM (series often up to 46.1 µM), for the others: at the highest dose growth rescue (activation), hits mostly activators | actives 1.8% (n = 410,000) | AID 652104; further: % of control where 0% means no effect; nearly all actives have a fitted effect of over 50% in size
#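 Growth rescue of TDP-43-toxic yeast measured as ATP luminescence (BacTiter-Glo). Cells grown to mid-log in raffinose, induced in galactose at OD600=0.02, exposed to compound 24 hr at 30 deg C.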
# KB-3-1 tox: KB-3-1 parental cell cytotoxicity; KB-3-1 viability, CellTiter-Glo ATP luminescence, 72 h; Potency, µM (titrated, usually from 46.1 µM), inactives show at the highest dose activity change, negative = cytotoxic, most hits filed as cytotoxic; actives 1.4% (n = 400,000); AID 1347075; further: on the % scale 0 is the no-effect control and ±100 the full control effect; nearly all actives have a fitted effect of over 60% in size
#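 Here the drug-naive KB-3-1 line serves as comparator for MDR sub-line selectivity; cells received compound titrations, 72 h at 37 °C, then CellTiter-Glo readout.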
# GLP1R ag: activates the human GLP-1 receptor. P43220. HEK293 GLP-1R CRE-luciferase, luminescence, 4-6 h; cells express a hypersensitive GLP-1R form. Potency, µM (highest dose often 45.6 µM), for the others: top-dose activation, usual class: activators. actives 0.007% (n = 380,000); further: % of control where 0% means no effect
# HEK293 tox: cytotoxicity counter-screen for GLP-1 receptor inverse agonists | AID 624418 | Potency, µM (highest dose often 38.3 µM), inactives show at the highest dose activity change, negative = inhibition, hits mostly inhibitors | HEK293 cAMP-luciferase reporter cells, luminescence, 24 h | actives 0.13% (n = 410,000);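 further: loss of luciferase light is scored as toxicity; on the % scale 0 is the no-effect control and ±100 the full control effect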
#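 Quantitative HTS format, 1536 wells, 200 cells/uL seeded. Compounds: 23 nL, 24 h, 37 °C. Detection: luciferase reagent, luminescence at 12 min RT; decreased signal taken as cytotoxic.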
# The depositor's hits bear a star; u = inconclusive; x = no result given; [ ] = remark or other dose. The call rests on the fitted dose curve; in most records, active means well fitted curve in the direction sought with a large enough effect; inconclusive means small, poorly fitted or top-dose-only effect, or another doubt; inactive means no such curve, though single readings can be large; an effect the other way counts as inactive or inconclusive. Potency means the concentration at half of the fitted maximal effect.
structure	HT1080-NT tox	HT1080 IDH1KD tx	KB-V1 MDR tox	GLP-1R inv ag	SW480 rerep	TDP43 rescue	KB-3-1 tox	GLP1R ag	HEK293 tox
CCOC(=O)N1CCN(CC(=O)Nc2cccc(Br)c2)CC1	4.6%	6.6%	-7.3%	-0.7%	-7.3%	1.3%	6.8%	10.6%	-10.7%
CCOc1ccc(Cl)cc1-c1cc(C(=O)NCc2ccccc2OC)[nH]n1	-10.0%	-3.8%	-2.0%	u	x	17.8µM*	-0.4%	6.6%	-0.9%
CC(C)=CCN1CCNC(=O)C1CC(=O)NCc1nc(C)c(C)s1 (centres undefined)	18.4%	15.7%	u	17.2%	3.5%	-15.9%	-7.6%	8.4%	2.0%
CS(=O)(=O)c1ccc([C@@H](O)[C@@H](CO)NC(=O)C(Cl)Cl)cc1	-20.9%	1.3%	-0.1%	5.2%	-4.1%	0.0%	0.0%	10.0%	-1.8%
COc1ccc(NS(=O)(=O)c2ccc3c(c2)oc(=O)n3C)c(OC)c1	-6.8%	1.8%	16.9%	4.8%	-3.6%	5.1%	-7.3%	5.8%	-12.9%
C=CCC(C(=O)OC)(C(=O)OC)c1ccccc1[N+](=O)[O-]	4.1%	0.4%	-16.3%	-8.6%	0.5%[1.84 µM]	x	2.1%	8.1%	-0.6%
Cn1nc(C(=O)OCC(=O)NCCc2ccccc2)c2ccccc2c1=O	28.6%	13.2%	5.4%	0.4%	u	21.9%	0.8%	5.1%	-3.3%
Nc1sccc1C(=O)NCCN1CCOCC1	14.3%	12.8%	4.4%	12.9%	x	6.5%	6.8%	x	3.2%
O=C(O)c1ccccc1/C=N/NC(=S)NC1CCCCC1	3.4%	6.0%	1.4%	11.0%	14.9%	-7.8%	1.2%	-1.5%	2.0%
CCCN1CCN(c2ncnc3c2nnn3Cc2ccccc2)CC1	-15.9%	u	16.4µM*	u	20.6µM*	14.8%	u	-2.7%	9.4%
COc1ccc2nc(-c3ccccn3)[nH]c2c1	-29.7%	-8.8%	25.2%	-24.0%	-17.8%	-0.4%	u	-7.1%	0.0%
COc1ccc(S(=O)(=O)N2CCOC23CCN(C(=O)c2ccccc2OC)CC3)cc1	5.1%	7.6%	25.1%	15.8%	-21.1%	-16.7%	10.1%	14.3%	-4.0%
COc1ccc(CC(=O)OCC(=O)NC2CCCCCC2)cc1OC	13.7%	13.9%	13.1%	15.2%	-123.7%[inhibitor]	-4.6%	1.2%	15.6%	4.8%
O=C(NC(=S)Nc1c(Cl)ccc2nsnc12)c1ccco1	1.6%	-0.4%	0.0%	4.8%	1.1%	-2.2%	8.6%	0.5%	79.4%
Cn1nnnc1SCc1c(F)cccc1F	16.7%	-3.2%	-2.5%	7.0%	-13.8%	-18.1%	11.8%	-14.0%	-3.6%
CC(CCc1ccccc1)NC(=O)C1CCC1 (centres undefined)	17.1%	18.4%	u	2.2%	-3.3%	-6.1%	-3.2%	11.0%	-6.2%
Cc1ccc(NC(=O)C2C3C=CC(O3)C2C(=O)O)c(C)c1 (centres undefined)	19.7%	19.4%	u	13.6%	-9.4%	6.8%	5.4%	-1.1%	-2.1%
CC1(C)CCC[C@]2(C)C(CS(=O)c3ccccc3)=C(C=O)CC[C@@H]12 (some centres undefined)	-11.0%	-20.7%	u	2.82µM*	u	-26.8%	u	10.3%	-13.0%
O=C(CSc1nc(C2CCCCC2)nc2ccccc12)N1CCCC1	u	u	-11.8%	u	u	24.4%	-0.9%	13.3%	-18.5%
Cc1cc(C)c(C#N)c(Nc2ccccc2Cl)n1	u	2.6%	8.0%	-4.4%	-8.1%	20.9%	22.5%	-0.2%	0.9%
c1ccc2c3c(cc(N4CCOCC4)c2c1)OC1(N2CCOCC2)CCCCC1O3 (centres undefined)	-27.9%	0.0%	2.3%	-27.6%	8.8%	-4.3%	-8.5%	4.2%	u
CC(=O)Nc1cc(C(=O)NCc2ccc(F)cc2)ccc1S(=O)(=O)c1ccc(C)cc1	x	x	u	-19.5%	x	6.7%	1.8%	-2.2%	1.1%
CCc1nnc(NC(=O)CSc2nnc(-c3ccco3)n2C)s1	10.4%	15.4%	-0.9%	0.4%	-15.5%	-24.2%	3.8%	-6.3%	3.0%
COc1cc(NC(=O)CSc2nc3[nH]ncc3c(=O)n2-c2ccccc2)cc(OC)c1OC	-0.4%	-9.3%	-0.3%	62.4%[activator]	x	5.4%	-0.7%	-0.2%	-15.5%

# Four compounds drawn at random from the list so far:
structure	HT1080-NT tox	HT1080 IDH1KD tx	KB-V1 MDR tox	GLP-1R inv ag	SW480 rerep	TDP43 rescue	KB-3-1 tox	GLP1R ag	HEK293 tox
CC(=O)Nc1cc(C(=O)NCc2ccc(F)cc2)ccc1S(=O)(=O)c1ccc(C)cc1	x	x	u	-19.5%	x	6.7%	1.8%	-2.2%	1.1%
Cc1cc(C)c(C#N)c(Nc2ccccc2Cl)n1	u	2.6%	8.0%	-4.4%	-8.1%	20.9%	22.5%	-0.2%	0.9%
CC1(C)CCC[C@]2(C)C(CS(=O)c3ccccc3)=C(C=O)CC[C@@H]12 (some centres undefined)	-11.0%	-20.7%	u	2.82µM*	u	-26.8%	u	10.3%	-13.0%
O=C(CSc1nc(C2CCCCC2)nc2ccccc12)N1CCCC1	u	u	-11.8%	u	u	24.4%	-0.9%	13.3%	-18.5%

# Next section
structure	HT1080-NT tox	HT1080 IDH1KD tx	KB-V1 MDR tox	GLP-1R inv ag	SW480 rerep	TDP43 rescue	KB-3-1 tox	GLP1R ag	HEK293 tox
COc1ccc(CCC(=O)NC(C)c2ccccc2)cc1OC (centres undefined)	0.0%	9.0%	1.8%	18.5%	-7.6%	6.2%	0.2%	-0.3%	0.2%
N#CNC(=Nc1cccc(F)c1)SCc1ccccc1	0.2%	-6.1%	u	1.0%	-27.6%	-0.7%	1.2%	24.6%	u
CC(=O)N1CCN(Cc2nc3cc(NC(=O)c4cccs4)ccc3n2C)CC1	6.3%	11.5%	-3.7%	5.2%	-0.5%	1.0%	-3.6%	6.1%	26.6%
CCOc1ccc(CN2CCN(Cc3cnc(N4CCOCC4)s3)CC2CCO)cc1 (centres undefined)	0.4%	-1.6%	u	-27.4%	2.0%	21.0%	u	13.1%	9.4%
c1ccc(CSc2nnc(Cc3ccccc3)o2)cc1	2.1%	2.3%	-18.4%	u	0.1%	22.9%[9.22 µM]	-2.1%	5.3%	7.3%
CN(c1ccccc1)S(=O)(=O)c1nnc(NC(=O)c2ccccc2)s1	x	x	5.7%	3.9%	x	13.8%	-11.4%	x	-2.4%
CCc1nc(SCc2ccc([N+](=O)[O-])cc2)n[nH]1	10.2%	14.3%	-15.1%	9.0%	-323.5%	19.2%	-10.4%	-4.9%	2.1%
Cn1nc(-c2ccc(C(=O)NC3CCCCC3)cc2)c2ccccc2c1=O	12.5%	-0.6%	u	34.0%[activator]	-5.7%	u	-1.1%	9.0%	-0.9%
CCc1noc(C)c1C(=O)NNC(=O)COc1ccc(Br)cc1	2.6%	-5.5%	-2.1%	1.4%	1.7%	9.7%	14.9%	-0.4%	2.4%
O=C(N/N=C/c1ccccn1)c1c[nH]c2ccccc12	-15.9%	-3.5%	-11.9%	27.5%	-4.9%	16.8%	-2.5%	-14.1%	11.8%
FC(F)(F)c1ccc(-n2cnc3ccccc32)nc1	0.1%	0.5%	-13.1%	15.6%	u	27.1%	7.2%	-1.9%	13.8%
COc1ccc(-c2cn3nc(N4CCCC(C(=O)NCc5ccccc5OC)C4)sc3n2)cc1 (centres undefined)	x	x	8.6%	9.6%	x	-3.2%	-8.2%	x	-4.5%
Cc1cccc(NC(=O)C2CCCN(c3nc4ccccc4s3)C2)c1C (centres undefined)	x	x	0.0%	0.1%	x	20.0%	-17.6%	x	4.8%
Cc1ccccc1OCC(=O)NCC(c1cccs1)N1CCOCC1 (centres undefined)	-7.1%	-10.0%	16.4µM*	u	u	13.3%	u	6.2%	-6.8%
Cc1nn(C)cc1/C=N\NC(=O)c1ccc(Cn2cc(Cl)cn2)cc1	-10.5%	-14.3%	u	8.2%	-7.7%	5.5%	6.0%	4.7%	-9.3%
COc1ccccc1/C=N/NC(=O)CC(=O)NC1CCCCC1	6.9%	4.3%	u	16.6%	4.2%	24.2%	-5.7%	5.4%	-7.0%
Brc1ccc(Oc2ncc(CN3CCN(c4ccccc4)CC3)s2)cc1	10.5%	1.1%	-14.6%	u	16.0%	-0.9%	u	5.3%	12.0%
N#CC1=C(N)OC2=C(C(=O)CCC2)C1C1C=CCCC1 (centres undefined)	7.7%	5.8%	16.4%	29.4%	-3.4%	-1.7%	9.8%	9.4%	7.6%
COc1ccc(NC(=O)CSC2=C(C#N)C(c3ccco3)C(C(=O)Nc3nc4ccccc4s3)=C(C)N2)cc1 (centres undefined)	-21.8%	-18.2%	-2.9%	u	9.2µM*	-10.4%	u	-26.0%	23.3%
O=C(COC(=O)C12CC3CC(CC(Cl)(C3)C1)C2)N1CCCCC1	-3.7%	-11.1%	3.1%	u	3.0%	-14.4%	-2.2%	3.3%	18.6%
CC(C)(C)OC(=O)NCCCCCc1cn(CC(=O)NCCCCCCCCCCC(=O)N2CCN(C(=O)OC(C)(C)C)CC2)nn1	20.2%	1.4%	0.0%	9.3%	u	u	0.0%	-6.6%	14.2%
Cc1ccc(S(=O)(=O)N2CCN(CC(=O)N3CCOCC3)CC2)cc1	16.2%	7.7%	-17.2%	2.8%	18.7%	-1.4%	-4.1%	-4.9%	-3.8%
COc1ccc(-c2noc(C(C)NS(=O)(=O)c3ccc(NC(C)=O)cc3)n2)cc1 (centres undefined)	-0.6%	5.5%	1.6%	1.8%	-5.4%	-12.0%	1.8%	0.7%	6.6%
C/C(=N\NC(=O)CN(c1ccc(Oc2ccccc2)cc1)S(C)(=O)=O)C(C)(C)C	3.0%	-0.1%	0.0%	4.2%	-73.4%[inhibitor]	-2.8%	-2.8%	-3.3%	3.3%
Cc1ccccc1CN1CCC(CNc2ncnc3onc(-c4ccc(F)cc4)c23)CC1	x	x	-17.2%	0.6%	x	-2.7%	u	x	-13.7%

# High-throughput results from PubChem.
